# Gal4-VP16 FLuc – counter-screen for ROR gamma inhibitors: Gal4-VP16 reporter; Drosophila S2 Gal4-VP16 UAS-luciferase, luminescence, 20 h; 310,000 tested, 3.5% active; Potency, µM (titrated, usually from 53.6 µM), inactives show at the highest dose activity, negative = inhibition, usual class: inhibitors;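 also: Gal4-VP16 expression switched on by copper sulfate through the metallothionein promoter; % is scaled to controls: 0 for no effect and ±100 for the full control effect; nearly all actives have a fitted effect of over 50% in size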
# MBNL1 CUG block – MBNL1-poly(CUG) RNA binding inhibition; TR-FRET MBNL1-His/biotin-(CUG)12 binding, 665/545 ratio; Potency, µM (doses to about 57.5 µM), for the others: at the top dose activity change, negative = inhibition, actives largely listed as inhibitors; 280,000 tested, 0.036% active; active = well fitted inhibition curve with a large enough effect in the signal ratio, with a control signal flat, not every such curve was filed as active; inconclusive = small, poorly fitted or top-dose-only effect, or effect the other way, or a change in a side signal; inactive = no such curve, though single readings can be large or run the other way; the % refers to the signal ratio; also: % is scaled to controls: 0 for no effect and ±100 for the full control effect
# Target sequence (Q9NR56 whole entry, looked up): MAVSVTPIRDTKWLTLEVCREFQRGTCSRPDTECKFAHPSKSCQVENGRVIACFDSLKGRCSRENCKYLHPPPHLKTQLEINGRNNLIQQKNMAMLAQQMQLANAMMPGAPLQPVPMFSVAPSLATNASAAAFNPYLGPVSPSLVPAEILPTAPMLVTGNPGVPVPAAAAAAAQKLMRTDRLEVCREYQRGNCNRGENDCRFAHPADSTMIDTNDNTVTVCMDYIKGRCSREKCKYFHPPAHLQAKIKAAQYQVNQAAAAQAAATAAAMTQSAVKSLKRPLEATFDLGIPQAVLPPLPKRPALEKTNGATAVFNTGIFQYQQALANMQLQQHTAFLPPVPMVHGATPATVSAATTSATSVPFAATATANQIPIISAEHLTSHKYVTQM
#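 MBNL1-His + Biotin-(CUG)12, cpd titration 92 nM–58 uM; Tb anti-His Ab 0.055 ng/ul, SA-XL665 5 nM (final); 60 min RT; ratiometric 665/545 nm, Ex 340 nm; normalized to buffer and full-complex controls.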
# Rab9 promoter act – Rab9 promoter activation; Potency, µM (series often up to 9.22 µM), without a hit: at the highest dose activation, negative = inhibition, actives largely listed as activators; Huh7 Rab9 promoter-luciferase reporter, luminescence, 24 h; AID 485297; 320,000 tested, 2.8% active; also: % of control where 0% means no effect; nearly all actives have a fitted effect of over 60% in size
#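 Stable Rab9-luc Huh7, 1500 cells/well, 2 h settle; cmpd in DMSO, 24 h, 37 °C/5% CO2; luciferase reagent 10 min RT; luminescence.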
# RORgamma inh – inhibitors of mouse ROR gamma transcriptional activity; P51450; Drosophila S2 Gal4-RORgamma UAS-luciferase reporter, 20 h; Potency, µM (series often up to 53.6 µM), for the others: at the highest dose activity change, negative = inhibition, hits mostly inhibitors; 310,000 tested, 5.4% active; AID 2551; also: % is scaled to controls: 0 for no effect and ±100 for the full control effect; nearly all actives have a fitted effect of over 60% in size
#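 Luminescence from a UAS-regulated Photinus luciferase reporter in stably transfected Drosophila Schneider cells is measured; decreased signal marks ROR gamma inhibition. Fusion expression is induced by 700 uM copper sulfate for 20 hr.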
# ELG1 genotoxic – induces genotoxicity in HEK293T cells with luciferase-tagged ELG1. HEK293T ELG1-luciferase reporter, luminescence, 16 h. Potency, µM (series often up to 46 µM), for inactives: top-dose activity change, positive = activation, usual class: activators. 330,000 tested, 1.3% active; also: % of control where 0% means no effect; nearly all actives have a fitted effect of over 60% in size
#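 ELG1-luciferase HEK293T cells, 2,000/well; compound pinned in; 16 hr, 37 °C, 5% CO2; ONE-Glo, 30 min RT; luminescence on CCD imager.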
# FLuc modulator – counter-screen for miR-21 project: firefly luciferase inhibitors or activators. P08659. purified FLuc, Km substrates, luminescence inhibition. Potency, µM (doses to about 57.5 µM), for the others: top-dose activity change, negative = inhibition, most hits filed as inhibitors. 360,000 tested, 6.9% active. AID 588342;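 also: plate controls were vehicle for no effect and reference inhibitor for full effect; nearly all actives have a fitted effect of over 55% in size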
# Target sequence (P08659 whole entry, looked up): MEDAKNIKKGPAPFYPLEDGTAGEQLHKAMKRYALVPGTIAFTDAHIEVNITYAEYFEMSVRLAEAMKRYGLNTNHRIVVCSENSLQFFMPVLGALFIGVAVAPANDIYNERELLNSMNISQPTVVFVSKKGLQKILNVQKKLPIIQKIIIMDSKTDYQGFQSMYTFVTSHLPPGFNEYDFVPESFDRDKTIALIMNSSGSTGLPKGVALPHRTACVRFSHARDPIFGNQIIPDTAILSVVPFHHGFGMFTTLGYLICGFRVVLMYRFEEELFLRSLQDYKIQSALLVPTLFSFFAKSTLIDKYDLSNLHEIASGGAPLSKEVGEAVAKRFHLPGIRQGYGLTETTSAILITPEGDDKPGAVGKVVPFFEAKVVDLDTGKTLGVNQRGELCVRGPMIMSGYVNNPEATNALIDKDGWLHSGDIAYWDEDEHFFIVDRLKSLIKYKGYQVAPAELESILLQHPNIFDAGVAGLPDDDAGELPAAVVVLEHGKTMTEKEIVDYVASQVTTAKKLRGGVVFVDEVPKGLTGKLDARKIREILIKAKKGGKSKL
#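 Biochemical qHTS of compounds, final roughly 60 µM downward over six points, against 10 nM purified firefly luciferase using Km concentrations of substrates (10 uM D-luciferin, 10 uM ATP) in Tris acetate pH 7.5 buffer; luminescence output.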
# p53 reactivator – restores transcriptional activity of mutant p53. H1299 p53-A138V BP100-luciferase reporter, luminescence, 24 h. Potency, µM (series often up to 92.2 µM), without a hit: top-dose activity change, positive = activation, most hits filed as activators. 320,000 tested, 0.063% active. AID 504706; also: % of control where 0% means no effect; nearly all actives have a fitted effect of over 45% in size
#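 H1299 (p53-null), stable ts p53-A138V + BP100-Luc; 1000 cells/well, Opti-MEM/10% FBS; cpd 4 pt, 1:5; 24 h, 37 deg C, 5% CO2; detection reagent 10 min RT; luminescence.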
# uPA generation – inhibitors of cell surface uPA generation; cell surface uPA generation assay, qHTS; Potency, µM (highest dose often 38.3 µM), for inactives: at the top dose activity change, negative = inhibition, usual class: inhibitors; 330,000 tested, 0.31% active; active = well fitted inhibition curve with a large enough effect; inconclusive = small, poorly fitted or top-dose-only effect; inactive = no such curve, though single readings can be large or run the other way; tested in mouse RAW 264.7 cells; also: % is scaled to controls: 0 for no effect and ±100 for the full control effect; nearly all actives have a fitted effect of over 55% in size
# BRCA1 expr act – BRCA1 expression activation; MCF7-BRCA1-FFLuc reporter, luminescence, 48 h; response scale: scaled: vehicle 0%, 10 µM genistein 100%; Potency, µM (highest dose often 46.1 µM), for the others: at the top dose activation, most hits filed as activators; 380,000 tested, 1.1% active; also: nearly all actives have a fitted effect of over 80% in size; some results filed as inactive show a strong effect at the top dose
#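 MCF7-BRCA1-FFLuc cells, 2000/well in phenol-red-free MEM, attached 2 h then treated 48 h at 37 C. Luciferase luminescence read 15 min after reagent; normalized to genistein maximum activation (10microM) and DMSO, concentration-response fitted.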
# NPC1 promoter act – activates the NPC1 promoter; Huh7 NPC1 promoter luciferase reporter, 24 h; Potency, µM (series often up to 9.22 µM), inactives show at the top dose activation, usual class: activators; 320,000 tested, 2.4% active; AID 485313;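 also: % of control where 0% means no effect; nearly all actives have a fitted effect of over 60% in size; reporter is driven by a mutant NPC1 promoter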
#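 In 1536-well qHTS, Huh7 cells harboring an NPC1 promoter–luciferase construct received compound for 24 h; activation was quantified by luminescence following luciferase reagent addition.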
# Active calls of the source: *; ? = inconclusive; · = not tested or not shown; [ ] = another dose, or the depositor's remark. Unless noted, calls follow the shape of the dose curve; as a rule, active = well fitted curve in the direction sought with a large enough effect; inconclusive = small, poorly fitted or top-dose-only effect, or another doubt; inactive = no such curve, though single readings can be large; an effect the other way counts as inactive or inconclusive. Potency is read from the fitted curve at half-maximal effect.
Molecule | RORgamma inh | p53 reactivator | MBNL1 CUG block | Rab9 promoter act | ELG1 genotoxic | BRCA1 expr act | FLuc modulator | NPC1 promoter act | uPA generation | Gal4-VP16 FLuc
Cc1c(NC(C)C)c(=O)n(-c2ccccc2)n1C | 7% | 7% | · | -1% | 0% | 16% | 2% | 0% | 9% | 0%
CCS(=O)(=O)C(=C1NCCO1)S(=O)(=O)CC | 6% | -3% | -5% | -8% | -1% | 1% | 1% | -4% | · | 14%
O=C(NCCc1ccc(F)cc1)Nc1ccccc1Cl | 9% | 3% | -3% | 11% | -6% | 72% | -10% | 0% | 5% | -6%
COc1ccc(OC)c(C(c2nnnn2Cc2ccco2)N2CCN(C)CC2)c1 (stereo not drawn) | -10% | 3% | 7% | 1% | 3% | -2% | 1% | -4% | 3% | 1%
COc1ccccc1CNC(=S)NCc1ccc(Cl)cc1 | 4µM* | -10% | -8% | -6% | -2% | -2% | -16% | 0% | 9% | 7.1µM*
COc1ccc(C(=O)NC(=S)Nc2ccc(NC(=O)c3ccco3)cc2)cc1[N+](=O)[O-] | ? | -2% | -7% | -5% | 6% | -2% | 3% | -2% | 31%[activator] | ?
COc1ccc(N(C(=O)Cc2cccs2)C2C=CS(=O)(=O)C2)cc1 (stereo not drawn) | 0% | -4% | -8% | 0% | 3% | 5% | -5% | 1% | 2% | 7%
O=C(N/N=C/c1cn(-c2ccccc2)nc1-c1cc2ccccc2o1)c1cccnc1 | 4µM* | ? | · | ? | ? | -27% | 2.1µM* | ? | 1% | 1.4µM*
COc1ccccc1CCNC(=O)CCNS(=O)(=O)c1ccc(NC(C)=O)cc1 | · | 10% | · | -1% | 1% | 3% | -1% | -3% | 8% | ·
Cc1ccc(S(=O)(=O)N2CC(O)CC2C(=O)OCC(=O)Nc2ccc([N+](=O)[O-])cc2C(F)(F)F)cc1C (stereo not drawn) | · | 9% | · | · | 0% | -15% | · | · | -4% | ·
COc1cccc(CNc2ccc3c(c2)ncn3C)c1OC | -11% | 10% | 3% | 23% | 6% | 41% | ? | 4% | -4% | 7%
CCCCc1ncc(CN2CCN(Cc3ccc(C)cc3)C(CCO)C2)[nH]1 (stereo not drawn) | 5% | -7% | -1% | 9% | 1% | 12% | 1% | -1% | 13% | -9%
O=C(CSc1cccc[n+]1[O-])NCCCc1ccccc1 | 9% | 4% | -4% | 1% | 1% | 0% | 0% | 0% | -1% | 9%
Cc1ccc(CCNC(=O)C2CCN(S(=O)(=O)c3c(C)nn(C)c3C)CC2)cc1 | 38% | 6% | -1% | -3% | -2% | -8% | 4% | 0% | 21% | 23%
Fc1cccc2sc(Nc3nc4ccccc4s3)nc12 | 4.5µM* | ? | · | ? | ? | -1% | ? | ? | 2% | 7.1µM*
O=C(Nc1ccc2c(c1)OCO2)c1cnn2c1NC(c1ccco1)CC2C(F)(F)F (stereo not drawn) | 33% | 3% | -1% | 3% | 2% | -3%[1.84 µM] | 6% | 1% | 0% | -2%
Cc1nn(-c2ccccc2)c(OC(=O)c2cccs2)c1S(=O)(=O)c1ccccc1 | -2% | -8% | 11% | 0% | 1% | -8% | 3% | -3% | 8% | 2%
O=C(NCCc1ccco1)C(=O)NCC1OCCCN1S(=O)(=O)c1ccccc1 (stereo not drawn) | 19% | -23% | 0% | -1% | 3% | -19% | 4% | -1% | -2% | -6%
Cn1c(=O)c2sccc2n(Cc2cccc(Br)c2)c1=O | 246% | -8% | 0% | -3% | 6% | -6% | -1% | -8% | -4% | -21%
Cc1ccc(-c2ocnc2C(=O)N2CCN(C(=O)c3cccs3)CC2)cc1 | 7% | -7% | -5% | -3% | 5% | -9% | -1% | 2% | -2% | -13%
CCn1c(SCC(=O)NCCc2ccc(Cl)cc2)nnc1-c1cccs1 | -16% | -3% | 9% | -4% | -5% | -8% | -2% | -2% | 2% | 2%
COc1ccc(C)cc1NC(=O)C1CCCN(S(=O)(=O)c2ccc(-n3cnnn3)cc2)C1 (stereo not drawn) | -1% | -3% | 3% | -1% | -13% | -1% | 0% | -3% | 14% | 3%
COC(=O)C(Cc1cncn1COCc1ccccc1)NC(=O)OC(C)(C)C (stereo not drawn) | 2% | 17% | -10% | 13% | -5% | 0% | 10% | 0% | 1% | 0%
CCOC(=O)CNS(=O)(=O)Cc1ccccc1 | · | 8% | · | 4% | 4% | 2% | -4% | -5% | 13% | ·
COc1ccc(-n2cnnc2SCC(=O)Nc2nc(C)c(Cl)cc2Cl)cc1 | 10% | -5% | -2% | -11% | -4% | -6% | 10% | -2% | -1% | 1%
Cc1cc(=O)[nH]c(N/N=C/c2ccc(Cl)cc2Cl)n1 | -25% | -1% | 7% | 24% | 11% | 4% | 3% | 20% | -1% | 6%
COC(=O)c1sc(NC(=O)c2c(-c3ccccc3)noc2C)nc1C | -28% | 5% | 4% | -2% | 2% | -17% | ? | 1% | 1% | ?
CCCN1CCN(CC(=O)NCC(=O)Nc2cccc(C)c2C)CC1 | · | 4% | · | -1% | 2% | -4% | 1% | 2% | 2% | ·
COc1ccc(CN2CCNC(=O)C2CC(=O)N(C)CC2CCOCC2)c(F)c1 (stereo not drawn) | -4% | -9% | -9% | 2% | 1% | -9% | -1% | 0% | 2% | -5%
COCCNCC(O)CON=C1c2ccccc2-c2ccccc21 (stereo not drawn) | -19% | -3% | 13% | 6% | -8% | -8% | -3% | -6% | 3% | 0%
COc1ccccc1NC(=O)NC1(C(=O)N2CCC(C)CC2)CCCCC1 | -1% | ? | 1% | 0% | 0% | -28% | 2% | 0% | -3% | -1%
CCN(CC)CCCN1C(=O)C(=O)/C(=C(/O)c2cc(C)ccc2C)C1c1cccnc1 (stereo not drawn) | -18% | 0% | -2% | -4% | 1% | 3% | 4% | 1% | -3% | -1%
COc1cc(C)ccc1OCc1cc(C(=O)N(Cc2nccn2C)C(C)C)no1 | -13% | 19% | -3% | 2.2µM* | ? | ? | 11µM* | 2.5µM* | -14% | 3%
O=Cc1cn(CC(=O)N2CCOCC2)c2ccccc12 | 1% | 6% | 2% | 2% | 0% | 3% | -3% | -3% | 4% | 3%
Fc1ccccc1NC(=S)NCc1ccc(Cl)cc1 | 11µM* | -4% | 0% | -1% | 0% | 0% | 1% | 0% | 8% | ?
Cc1ccccc1Cn1nc(C)c(NC(=O)C2c3ccccc3Oc3ccccc32)c1C | 33% | -1% | · | 0% | 1% | -30% | 0% | -3% | -1% | -19%
O=C(N/N=C/C=C/c1ccccc1)c1cnccn1 | ? | 15% | ? | 15% | 10% | 14% | ? | 2% | 0% | 1%
CCCC(=O)NC(c1ccc(OC)cc1)c1c(O)ccc2ccccc12 (stereo not drawn) | 2% | 9% | 8% | -4% | 1% | -48% | -4% | -3% | -16% | 6%
O=C(O)Cn1cnc2c(=S)nc[nH]c21 | -9% | 3% | -3% | 1% | 1% | 15% | -4% | 0% | -2% | 1%
O=C(Nc1cc(Sc2ccccn2)cc([N+](=O)[O-])c1)c1ccc([N+](=O)[O-])cc1 | 27% | 9% | 7% | -5% | -10% | -78%[inhibitor] | -18% | -5% | 6% | -5%

# Some of these compounds in order of formula weight, rising:
Molecule | RORgamma inh | p53 reactivator | MBNL1 CUG block | Rab9 promoter act | ELG1 genotoxic | BRCA1 expr act | FLuc modulator | NPC1 promoter act | uPA generation | Gal4-VP16 FLuc
CCS(=O)(=O)C(=C1NCCO1)S(=O)(=O)CC | 6% | -3% | -5% | -8% | -1% | 1% | 1% | -4% | · | 14%
O=C(CSc1cccc[n+]1[O-])NCCCc1ccccc1 | 9% | 4% | -4% | 1% | 1% | 0% | 0% | 0% | -1% | 9%
CCCN1CCN(CC(=O)NCC(=O)Nc2cccc(C)c2C)CC1 | · | 4% | · | -1% | 2% | -4% | 1% | 2% | 2% | ·
Cc1ccc(-c2ocnc2C(=O)N2CCN(C(=O)c3cccs3)CC2)cc1 | 7% | -7% | -5% | -3% | 5% | -9% | -1% | 2% | -2% | -13%
Cc1ccc(CCNC(=O)C2CCN(S(=O)(=O)c3c(C)nn(C)c3C)CC2)cc1 | 38% | 6% | -1% | -3% | -2% | -8% | 4% | 0% | 21% | 23%
Cc1ccccc1Cn1nc(C)c(NC(=O)C2c3ccccc3Oc3ccccc32)c1C | 33% | -1% | · | 0% | 1% | -30% | 0% | -3% | -1% | -19%
